Screening results: PubChem BioAssay, Sanford-Burnham Center for Chemical Genomics
Mdm2-MdmX inh – inhibitors of human Mdm2-MdmX association, primary screen, cell-based, luminescence, split luciferase, SaOS-2, uHTS | SaOS-2 split-luciferase Mdm2/MdmX complementation | inhibition, % at 8 µM | hit rate 3% among 330,000;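 active = inhibition of at least 50% at 8 µM in the primary screen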
CXCR6 inh – CXCR6 receptor inhibitors, primary screen, cell-based, beta-arrestin, luminescence, CHO-K1 PathHunter, 1536-well; C-X-C chemokine receptor type 6 (Homo sapiens), O00574; inhibition, % at 20 µM; hit rate 0.36% among 360,000; AID 602244, 2012; in the data active = inhibition above about 34%, passing the limit was not always enough;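 note: antagonist mode with CXCL16 agonist at 10 nM final; 0% = 10 nM CXCL16 with DMSO and 100% = unstimulated wells without agonist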
Target sequence (O00574 whole entry, looked up): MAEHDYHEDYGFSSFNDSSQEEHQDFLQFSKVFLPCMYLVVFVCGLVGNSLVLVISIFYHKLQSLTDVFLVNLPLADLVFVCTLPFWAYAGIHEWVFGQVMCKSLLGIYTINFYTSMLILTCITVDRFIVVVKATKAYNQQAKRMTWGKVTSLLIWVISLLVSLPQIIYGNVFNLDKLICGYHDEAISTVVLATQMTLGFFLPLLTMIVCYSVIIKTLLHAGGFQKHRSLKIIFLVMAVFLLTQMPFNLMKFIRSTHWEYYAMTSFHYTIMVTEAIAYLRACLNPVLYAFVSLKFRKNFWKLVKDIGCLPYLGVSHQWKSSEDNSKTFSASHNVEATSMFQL
EBI2 antag – EBI2 receptor antagonists, beta-arrestin recruitment, primary screen, cell-based, luminescence, 7a,25-OHC stimulation, uHTS; 7a,25-OHC stimulated; hit rate 0.81% among 360,000; inhibition, % at 5 µM; G-protein coupled receptor 183 (Homo sapiens), P32249; in the data active = inhibition above about 38%;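 note: enzyme fragment complementation signal reports receptor beta-arrestin coupling in cells; 0% = agonist plus DMSO wells and 100% = wells without agonist; some results beyond the cut were filed as inactive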
Target sequence (P32249 whole entry, looked up, the tested form may be a part): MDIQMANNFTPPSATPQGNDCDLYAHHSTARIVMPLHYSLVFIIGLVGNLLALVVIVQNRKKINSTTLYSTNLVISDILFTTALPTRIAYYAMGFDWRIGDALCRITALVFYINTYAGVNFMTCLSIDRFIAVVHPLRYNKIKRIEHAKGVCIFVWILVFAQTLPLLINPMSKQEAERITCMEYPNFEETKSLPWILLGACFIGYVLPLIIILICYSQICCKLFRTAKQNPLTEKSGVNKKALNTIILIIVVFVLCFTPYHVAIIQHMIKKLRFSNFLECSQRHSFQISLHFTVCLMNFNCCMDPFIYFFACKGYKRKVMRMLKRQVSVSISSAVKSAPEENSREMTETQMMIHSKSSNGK
APJ antagonist – antagonists of human apelin receptor APJ, primary screen, CHO-K1 cells, beta-arrestin complementation, luminescence; inhibition, % at 20 µM; hit rate 0.32% among 330,000; P35414;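 active = inhibition above about 40% at 20 µM, limit read from the data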;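 note: cells challenged with 10 nM apelin-13 agonist together with compound; plate controls were apelin-13 plus DMSO wells for no effect and DMSO wells lacking apelin-13 for full effect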
Target sequence (P35414 whole entry, looked up): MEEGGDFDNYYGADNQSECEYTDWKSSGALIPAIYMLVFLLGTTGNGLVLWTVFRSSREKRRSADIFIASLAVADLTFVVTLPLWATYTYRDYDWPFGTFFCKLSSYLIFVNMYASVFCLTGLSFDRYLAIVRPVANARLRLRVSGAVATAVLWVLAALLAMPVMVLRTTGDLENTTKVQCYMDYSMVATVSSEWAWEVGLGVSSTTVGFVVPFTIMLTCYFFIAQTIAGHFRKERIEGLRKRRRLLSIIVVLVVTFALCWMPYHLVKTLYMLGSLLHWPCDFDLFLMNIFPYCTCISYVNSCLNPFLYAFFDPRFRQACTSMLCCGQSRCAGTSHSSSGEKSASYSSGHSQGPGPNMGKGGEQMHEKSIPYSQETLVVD
XBP1 UPR activ – activators of adaptive XBP1 UPR arm, primary screen, cell-based, CHO-XBP1 luciferase reporter, luminescence, uHTS; activation, % at 20 µM; hit rate 0.33% among 330,000; IRE1-XBP1 UPR activation; percent of tunicamycin response, DMSO as zero;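 active = versus positive control, 20 µM dose yields 30% or more activation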;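 note: 100% = tunicamycin at 10 µg/mL and 0% = DMSO only wells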
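Signal: luciferase luminescence; Assay system: CHO-XBP1 luciferase reporter cells; Amount: one thousand reporter cells per well; Dosing: 20 µM single concentration, DMSO 1%; Benchmarks: high control tunicamycin 10 µg/mL final, low control DMSO vehicle only; Schedule: 6 h compound exposure at 37 °C, 5% CO2; Evaluation: percent activation relative to tunicamycin reference.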
CCR6 antag – CCR6 receptor antagonists, primary screen, cell-based, CHO-K1, luminescence, beta-arrestin, uHTS; CHO-K1 CCR6 PathHunter beta-arrestin, CCL20-stimulated; inhibition, % at 20 µM; hit rate 0.49% among 340,000;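 active = compounds whose inhibition of the agonist-driven luminescence signal at 20 µM reaches about 50%, limit read from the data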;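 note: cells stimulated with CCL20 at 14 nM final; plate controls were DMSO with CCL20 for no effect and DMSO without agonist for full effect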
APJ agonist – agonists of human apelin receptor APJ, primary screen, CHO-K1 cells, PathHunter beta-arrestin, luminescence | P35414 | 0% DMSO wells, 100% apelin | activation, % at 20 µM | hit rate 0.11% among 330,000 | AID 2520, 2010;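 active = activation more than six SD over the plate average, tested at 20 µM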;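 note: 0% = DMSO alone and 100% = apelin-13 at 10 nM; some results filed as inactive read as strong as hits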
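Material: engineered CHO-K1 APJ arrestin reporter cells; amount: 1000 CHO-K1 reporter cells seeded per well; incubation: compound stimulation 90 min at 25 °C, detection 60 min; signal: luminescent beta-gal fragment complementation, chemiluminescent substrate; read-out basis: APJ agonist activity; controls: DMSO-only wells as negative, 10 nM Apelin-13 as positive control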
UPR CHOP act – activators of apoptotic CHOP UPR arm, primary screen, cell-based, CHO-CHOP luciferase reporter, luminescence, uHTS | UPR activation; percent of tunicamycin response over DMSO baseline | activation, % at 10 µM | hit rate 0.34% among 330,000 | AID 449763, 2010;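 active = at 10 µM dose, activation of 40% or more, normalized to positive control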;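 note: 100% = tunicamycin at 10 µg/mL and 0% = DMSO alone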
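Test system: CHO CHOP reporter cells. Input: 500 CHO-CHOP cells per well. Medium: F12 with 10% FBS. Technique: luciferase luminescence. Measure: percent activation relative to tunicamycin control. Dosing: 10 µM compound, 0.5% DMSO. Timing: 16-18 h cell attachment, then 6 h compound exposure, 37 °C.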
tim23-1 inh – growth inhibitors of tim23-1 mutant yeast, primary screen, luminescence, uHTS | inhibition, % at 20 µM | hit rate 1.3% among 330,000 | S. cerevisiae tim23-1 growth, BacTiter-Glo luminescence, 24 h;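 active = growth inhibition of the mutant yeast at or above 50%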;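 note: temperature-sensitive mutant grown at 25 °C; plate controls were DMSO-treated mutant yeast for no effect and medium wells lacking yeast for full effect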
Numbers without * were called inactive; nt = not tested or not shown. An excerpt; rates above refer to the full screens.

SMILES | Mdm2-MdmX inh | CXCR6 inh | EBI2 antag | APJ antagonist | XBP1 UPR activ | CCR6 antag | APJ agonist | UPR CHOP act | tim23-1 inh
COc1ccc(Oc2nnc(C)c3ccccc23)cc1 | -102 | -2 | 4 | 2 | 2 | 8 | 7 | 2.9 | 33
CCOC(=O)c1cccc(NC(=O)CSc2nc(N)cc(N)n2)c1 | 21 | 3 | -4 | -25 | -1 | 8 | 0 | -1.3 | 22
COc1ccc(-c2noc(CSc3nnc(Cc4ccccc4)n3-c3ccc(Cl)cc3)n2)cc1 | 41 | 19 | 39* | -16 | 0 | 23 | -5 | 1.5 | 32
CCn1c(=O)cc(SCC(=O)N2CCN(C3CCCCC3)CC2)c2ccccc21 | 41 | 2 | 3 | 18 | -1 | 5 | 2 | 1.0 | 13
Cc1ccc(S(=O)(=O)N2C[C@@H]3[C@H]4CC[C@H](C4)[C@@H]3[C@@H](C)[C@@H]2c2cn(Cc3ccccc3)c3ccc(F)cc23)cc1 | 32 | -1 | 2 | nt | 2 | 19 | nt | 4.5 | 31
CCOC(=O)C1CCN(Cc2cc(=O)oc3cc(C)ccc23)CC1 | 4 | 3 | 3 | -10 | -1 | 18 | -1 | 0.4 | 14
O=C(COc1coc(CN2CCc3ccccc3C2)cc1=O)Nc1ccc(F)cc1F | 5 | 2 | -2 | 14 | -2 | -1 | 4 | 0.3 | 5
COc1ccc(OCCNC(=O)c2ccccc2Cl)cc1 | -4 | 3 | 4 | -10 | -2 | 2 | -1 | 2.0 | 6
O=C(/C=C/c1cccc(F)c1)Nc1cc(S(=O)(=O)N2CCOCC2)ccc1N1CCCC1 | -5 | 6 | -9 | -4 | -2 | 16 | -1 | -0.7 | 7
CC(=O)c1ccc(NC(=O)NC2CCCCCCC2)cc1 | -85 | 0 | 9 | -4 | 0 | 12 | -1 | 7.3 | 43
CCN(CC)C(=O)[C@H]1C[C@H](CC(=O)NCCCn2ccnc2)C(=O)N2CCc3c([nH]c4cc(CCC(=O)N(C)C)ccc34)[C@]12C | -12 | -4 | 3 | nt | -3 | 21 | nt | 2.0 | 32
Cc1ccc(NC(=O)CSc2ncccn2)c([N+](=O)[O-])c1 | 1 | -3 | -10 | -7 | 2 | 9 | -2 | 2.1 | 2

3 compounds out of the list above, arranged by the number in Mdm2-MdmX inh, rising.
SMILES | Mdm2-MdmX inh | CXCR6 inh | EBI2 antag | APJ antagonist | XBP1 UPR activ | CCR6 antag
COc1ccc(Oc2nnc(C)c3ccccc23)cc1 | -102 | -2 | 4 | 2 | 2 | 8
CC(=O)c1ccc(NC(=O)NC2CCCCCCC2)cc1 | -85 | 0 | 9 | -4 | 0 | 12
O=C(/C=C/c1cccc(F)c1)Nc1cc(S(=O)(=O)N2CCOCC2)ccc1N1CCCC1 | -5 | 6 | -9 | -4 | -2 | 16

Carrying on:
SMILES | Mdm2-MdmX inh | CXCR6 inh | EBI2 antag | APJ antagonist | XBP1 UPR activ | CCR6 antag | APJ agonist | UPR CHOP act | tim23-1 inh
CCn1c(=O)c2cc(C(=O)N3CCCC3)sc2c2ccccc21 | -6 | nt | nt | 9 | 5 | nt | 4 | 2.7 | 35
CCCNC(=O)C(Cc1ccccc1)NC(=O)c1ccc(C(C)(C)C)cc1 (stereo unspecified) | 19 | 11 | -15 | 9 | -4 | 14 | 0 | -0.2 | 7
Cc1cc([N+](=O)[O-])ccc1NC(=S)NC1CCCC1 | 9 | 11 | 8 | 13 | 1 | 19 | -4 | 2.4 | 21
CC1=NC(C)(C)Cc2cc(C)c(C)cc21 | 13 | 6 | -2 | 5 | 5 | -9 | -3 | -1.4 | 3
CCN1CCN(C(=O)c2ccc(CSc3ccc(C)cc3)cc2)CC1 | 5 | -5 | -2 | 15 | 1 | 14 | 0 | 0.0 | 4
COc1ccc(NC(=O)CN2CCN(S(=O)(=O)c3ccc(C(C)C)cc3)CC2)cc1OC | 3 | -11 | 22 | 9 | -1 | 0 | -7 | 1.6 | 23
CCN(CC(=O)Nc1ccc(N2CCOCC2)cc1)C(=O)c1ccc(C#N)cc1 | 20 | -3 | -5 | 10 | -2 | 14 | -1 | 0.2 | 10
O=C(Nc1ccccc1C(=O)O)C1=NN=CC1 | 10 | 5 | -2 | 7 | 2 | 11 | -1 | 1.1 | 4
CC(NC(=O)Nc1nnc(C(F)(F)F)s1)(C(F)(F)F)C(F)(F)F | 95* | -13 | -10 | 14 | 0 | 4 | 0 | 7.9 | 21
CC(=O)CCc1c[nH]c2c(C(=O)O)cccc12 | 22 | -17 | -3 | 20 | -3 | -2 | -4 | -0.4 | -4
Cc1cc(NC(=S)NC(=O)CC(C)C)ccc1Br | 25 | 1 | 5 | 4 | -1 | 3 | -5 | 2.2 | 7
Cc1ccc(S(=O)(=O)NNC(=O)Nc2cccc(F)c2)c(C)c1 | 27 | -8 | -2 | 25 | -6 | 12 | -9 | 0.6 | 6
CS(=O)(=O)c1ccc(Cl)c(C(=O)O)c1 | 11 | -3 | 1 | 22 | -2 | 7 | -5 | -0.9 | -8
Cc1ccc(C(=O)c2cn[nH]c2-c2ccccc2O)cc1 | 2 | -12 | 8 | 11 | 0 | -3 | -1 | 0.6 | -5
COCCCNC(=O)c1cccc(S(=O)(=O)N2CC3(C)CC2CC(C)(C)C3)c1 (stereo unspecified) | 27 | -1 | 3 | 17 | -3 | 0 | -1 | -0.5 | 10
CC(C)S(=O)(=O)c1csc(C(=O)NN)c1Cl | 9 | -9 | -9 | -8 | 1 | -14 | 7 | -0.7 | 5
COc1cc(S(=O)(=O)N(Cc2ccccc2)Cc2ccccn2)ccc1-n1cnnn1 | 12 | -7 | 2 | 13 | -3 | 10 | -1 | 1.6 | 28
CCOc1ncccc1C(=O)OCC(=O)NCCc1ccccc1 | -10 | 5 | -8 | 17 | 2 | -17 | -4 | -0.5 | 4
CCOC(=O)C(C)Oc1ccc(OCc2ccccc2)cc1 (stereo unspecified) | 21 | -2 | 15 | -4 | 1 | 4 | 2 | -0.9 | 14
C[C@@H](NC(=O)[C@@H]1Cc2ccccc2CN1)C(=O)NC1CCCC1 | -1 | -7 | -3 | 2 | 0 | 6 | -3 | -0.1 | 14
COc1cc(O)sc1C=Nc1ccc(Cl)cc1 | -1 | -7 | -2 | 6 | 2 | 8 | -1 | 5.1 | 2
COc1ccc(NC(=O)CN(C)C(=O)CCCSc2nc3ccccc3[nH]2)cc1 | 5 | -4 | 4 | -2 | 1 | 13 | -2 | 0.6 | -8
Cn1c(=O)[nH]c(=O)c2c1nc(N1CCCCCC1)n2CCCSc1nc2ccccc2o1 | -4 | 5 | 9 | 2 | 11 | 21 | -3 | 1.7 | 21
Cc1cc(NC(=O)CSc2nncn2-c2ccccc2)no1 | -11 | -5 | 2 | -10 | 0 | -2 | -1 | 0.4 | 2
NC(=O)C1CCCN(C(=O)Nc2cccc3ccccc23)C1 (stereo unspecified) | -5 | -10 | -10 | -9 | -2 | 17 | 3 | -0.4 | 6
Cc1cc(Oc2ccc(C#N)cc2)nc(N2CCOCC2)n1 | 2 | 0 | -8 | 12 | -2 | 8 | -4 | -1.6 | 22
COC(=O)C1(C(F)(F)F)N=C(C(F)(F)F)Nc2ccc(Cl)cc21 (stereo unspecified) | 13 | -3 | -19 | 9 | -2 | 4 | 0 | 0.0 | 3
C=CCc1cccc2cc(C(=O)NC3=C(C#N)CCC3)c(=O)oc12 | -6 | 0 | 6 | 10 | -2 | 21 | 1 | -1.0 | 20
COc1ccc(C2C3=C(CCCC3=O)Nc3nc(SCc4ccc(C(=O)O)cc4)nn32)cc1OC (stereo unspecified) | 3 | -2 | -3 | -21 | 0 | 11 | -4 | -1.1 | -16
CCCOc1ccc(N2C(=O)CC(N3CCN(CCN=CC4=C(O)CC(C)(C)CC4=O)CC3)C2=O)cc1 (stereo unspecified) | 1 | 7 | 3 | -14 | 1 | 0 | -1 | -0.2 | 17
COc1ccc(C(=O)N2CCC(C(=O)c3ccc(F)cc3)CC2)cc1 | 16 | 2 | 59* | 17 | -2 | -1 | -6 | 3.1 | 8
Cc1cc(C(=O)CN2C(=O)c3ccccc3S2(=O)=O)c(C)n1C(C)C | 56* | -2 | -8 | -8 | -2 | 13 | -1 | -2.8 | 37
CCN(Cc1ccccc1)S(=O)(=O)c1c(C(=O)N2CCCC2)c(C)n(C)c1C | -7 | 0 | -3 | -9 | -3 | 2 | 7 | -0.3 | -5
COCCN(C(=O)CCN1C(=O)C2CC=CCC2C1=O)c1c(N)n(CC(C)C)c(=O)[nH]c1=O (stereo unspecified) | 0 | 5 | -5 | 5 | -1 | 0 | -3 | -2.9 | -4
CCOC(=O)C1CCN(c2cc3c(cc2NC(=O)c2ccccc2Br)n(C)c(=O)n3C)CC1 | 4 | 12 | 2 | 13 | -2 | 11 | 3 | 2.3 | 14
CSc1cnc2c(=O)[nH]c(=O)n(C)c2n1 | -3 | 5 | 1 | 13 | 2 | 15 | 0 | -0.5 | -1
O=S(=O)(Nc1nc2ccccc2nc1NCC1CCCO1)c1cccs1 (stereo unspecified) | -11 | -4 | -7 | 2 | -1 | 6 | -3 | -0.8 | 1
COC(=O)COc1ccc(S(=O)(=O)NCc2cccnc2)cc1 | -21 | 0 | -6 | 3 | -1 | -9 | 1 | -0.1 | -2
Cn1cnc([N+](=O)[O-])c1Nc1ccccc1O | 17 | -7 | -7 | 12 | -3 | 5 | -3 | -2.6 | -4
O=C(NC1CCN(C(=O)C2CCCCC2)CC1)c1ccccc1 | -3 | 12 | -9 | 2 | 0 | 5 | 4 | -1.2 | -13
Cc1cccn2c(=O)nc(SCC(=O)NCc3ccc4c(c3)OCO4)nc12 | 12 | 8 | -2 | -34 | -4 | 7 | -2 | -0.4 | -1
O=C(CSc1nc2ccccc2[nH]1)N1c2ccccc2Sc2ccccc21 | -2 | -6 | 7 | -39 | -1 | -6 | 0 | 0.3 | 37
CCn1c(C)nc2cc(C(=O)NNC(=O)[C@@H](NC(=O)c3cc(OC)cc(OC)c3)C(C)C)ccc21 | 21 | -2 | 3 | 0 | 1 | 5 | -1 | 1.0 | 6
CCOC(=O)COc1nc(C)cc(C(F)(F)F)c1C#N | -4 | -13 | 0 | -17 | -1 | -18 | 1 | -0.5 | 9
CCOc1cccc(OCCOCCOc2ccccc2C(C)=O)c1 | -7 | -11 | -2 | -23 | -1 | 19 | -2 | 2.6 | 7
CC(C)(C)c1ccc(C(=O)NCc2ccccc2)cc1 | -39 | -12 | 34 | 4 | -3 | 7 | 8 | 3.5 | 31
CCOC(=O)NC(=O)/C(C#N)=N\Nc1ccc(Cl)cc1 | -14 | 11 | 8 | 12 | 2 | 13 | -2 | 1.2 | 3
